Source: PubChem BioAssay (National Center for Advancing Translational Sciences (NCATS))
uPA generation: qHTS for Inhibitors of Cell Surface uPA Generation; cell surface uPA generation assay, qHTS; 330,000 compounds, 0.31% hits; AID 540303, 2011; Potency, µM (titrated, usually from 38.3 µM), for inactives: at the highest dose activity change, negative = inhibition, hits mostly inhibitors; active means well fitted inhibition curve with a large enough effect; inconclusive means small, poorly fitted or top-dose-only effect; inactive means no such curve, though single readings can be large or run the other way; tested in mouse RAW 264.7 cells; further: on the % scale 0 is the no-effect control and ±100 the full control effect; nearly all actives have a fitted effect of over 55% in size
p53 reactivation: qHTS assay for re-activators of p53 using a Luc reporter; H1299 p53-A138V BP100-luciferase reporter, luminescence, 24 h; Potency, µM (doses to about 92.2 µM), inactives show at the top dose activity change, positive = activation, usual class: activators; 320,000 compounds, 0.063% hits; further: % of control where 0% means no effect; nearly all actives have a fitted effect of over 45% in size
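p53-null H1299 cells stably carrying temperature-sensitive p53-A138V and a BP100-luciferase reporter were pinned with compounds (4-point, 1:5 series) and held 24 hrs at 37 deg C. Luminescence was read 10 min after detection reagent.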
ELG1 genotoxic: qHTS screen for small molecules that induce genotoxicity in human embryonic kidney (HEK293T) cells expressing luciferase-tagged ELG1; HEK293T ELG1-luciferase reporter, luminescence, 16 h; Potency, µM (series often up to 46 µM), for inactives: at the highest dose activity change, positive = activation, most hits filed as activators; 330,000 compounds, 1.3% hits; further: % of control where 0% means no effect; nearly all actives have a fitted effect of over 60% in size
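Genotoxicity was scored as increased ELG1-luciferase reporter signal, measured by ONE-Glo luminescence (30 min, room temperature). Compound or vehicle exposure of the HEK293T reporter cells lasted 16 hr at 37°C.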
MBNL1-CUG inh: qHTS Assay for Inhibitors of MBNL1-poly(CUG) RNA binding. TR-FRET MBNL1-His/biotin-(CUG)12 binding, 665/545 ratio. Muscleblind-like protein 1 (Homo sapiens), Q9NR56. AID 2675, 2010. Potency, µM (top dose mostly 57.5 µM), for the others: at the highest dose activity change, negative = inhibition, actives largely listed as inhibitors. 280,000 compounds, 0.036% hits; active means well fitted inhibition curve with a large enough effect in the signal ratio, with a control signal flat, not every such curve was filed as active; inconclusive means small, poorly fitted or top-dose-only effect, or effect the other way, or a change in a side signal; inactive means no such curve, though single readings can be large or run the other way; the % refers to the signal ratio; further: on the % scale 0 is the no-effect control and ±100 the full control effect
Target sequence (Q9NR56 whole entry, looked up): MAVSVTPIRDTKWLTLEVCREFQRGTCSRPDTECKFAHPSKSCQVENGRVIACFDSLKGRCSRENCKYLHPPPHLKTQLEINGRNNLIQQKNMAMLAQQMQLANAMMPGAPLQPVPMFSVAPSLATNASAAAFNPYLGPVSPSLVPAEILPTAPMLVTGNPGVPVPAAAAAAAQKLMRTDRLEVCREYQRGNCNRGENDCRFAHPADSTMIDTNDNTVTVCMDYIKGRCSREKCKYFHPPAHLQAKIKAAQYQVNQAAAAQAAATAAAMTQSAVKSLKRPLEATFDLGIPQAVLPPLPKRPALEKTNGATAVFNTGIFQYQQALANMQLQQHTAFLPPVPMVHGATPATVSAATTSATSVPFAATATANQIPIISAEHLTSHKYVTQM
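Compounds (final 92 nM to 58 uM) are added to His-tagged MBNL1 and biotin-(CUG)12, then terbium anti-His antibody and streptavidin-XL665 (5 nM final). After 60 min at room temperature, the 665/545 nm ratio is read.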
Rab9 promoter act: qHTS Assay for Rab9 Promoter Activators. Huh7 Rab9 promoter-luciferase reporter, luminescence, 24 h. Potency, µM (titrated, usually from 9.22 µM), inactives show at the top dose activation, negative = inhibition, hits mostly activators. 320,000 compounds, 2.8% hits. AID 485297, 2010; further: % of control where 0% means no effect; nearly all actives have a fitted effect of over 60% in size
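Quantitative HTS format; Huh7 Rab9-luciferase reporter cells (1500/well) receive compound 2 h post-plating, incubate 24 h at 37 °C, then get luciferase reagent for 10 min before luminescence reading.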
Gal4-VP16 FLuc: VP16 counterscreen qHTS for inhibitors of ROR gamma transcriptional activity; Potency, µM (highest dose often 53.6 µM), without a hit: top-dose activity, negative = inhibition, usual class: inhibitors; Drosophila S2 Gal4-VP16 UAS-luciferase, luminescence, 20 h; 310,000 compounds, 3.5% hits; AID 2546, 2010;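 further: Gal4-VP16 expression switched on by copper sulfate through the metallothionein promoter; on the % scale 0 is the no-effect control and ±100 the full control effect; nearly all actives have a fitted effect of over 50% in size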
CXXC DNA block: qHTS Fluorescence Polarization Assay for Inhibitors of MLL CXXC domain - DNA interaction | Histone-lysine N-methyltransferase 2A (Homo sapiens), Q03164 | MLL-CXXC / FITC-HOXA9 DNA fluorescence polarization | Potency, µM (top dose mostly 115 µM), without a hit: at the top dose activity change, negative = inhibition, actives largely listed as inhibitors | 290,000 compounds, 0.037% hits | AID 2662, 2010; active means well fitted inhibition curve with a large enough effect in the polarisation, with a control signal flat, not every such curve was filed as active; inconclusive means small, poorly fitted or top-dose-only effect, or effect the other way, or a change in a side signal; inactive means no such curve, though single readings can be large or run the other way; the % refers to the polarisation
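Fluorescence polarization: 7 uM MLL-CXXC (stock) preincubated 5 min with compounds, then 50 nM fluorescein-HOX-A9 DNA (stock) added; 30 min ambient. Buffer 50 mM Tris-HCl pH 7.5, 50 mM NaCl, 1 mM DTT, 0.05% BSA.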
BRCA1 expr act: qHTS Assay to Identify Small Molecule Activators of BRCA1 Expression. Potency, µM (top dose mostly 46.1 µM), for inactives: top-dose activation, usual class: activators. MCF7-BRCA1-FFLuc reporter, luminescence, 48 h; response scale: scaled: vehicle 0%, 10 µM genistein 100%. AID 624202, 2012. 380,000 compounds, 1.1% hits; further: nearly all actives have a fitted effect of over 80% in size; some results filed as inactive show a strong effect at the top dose
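Compounds are tested at multiple concentrations on MCF7 BRCA1-luciferase reporter cells seeded at 2000 per well; after 48 h, a single luminescence end-point is taken and curves fitted to the normalized data.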
FLuc modulator: qHTS profiling assay for firefly luciferase inhibitor/activator using purifed enzyme and Km concentrations of substrates (counterscreen for miR-21 project). AID 588342, 2011. Luciferin 4-monooxygenase (Photinus pyralis), P08659. Potency, µM (highest dose often 57.5 µM), for the others: top-dose activity change, negative = inhibition, usual class: inhibitors. 360,000 compounds, 6.9% hits. purified FLuc, Km substrates, luminescence inhibition;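 further: plate controls were vehicle for no effect and reference inhibitor for full effect; nearly all actives have a fitted effect of over 55% in size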
Target sequence (P08659 whole entry, looked up): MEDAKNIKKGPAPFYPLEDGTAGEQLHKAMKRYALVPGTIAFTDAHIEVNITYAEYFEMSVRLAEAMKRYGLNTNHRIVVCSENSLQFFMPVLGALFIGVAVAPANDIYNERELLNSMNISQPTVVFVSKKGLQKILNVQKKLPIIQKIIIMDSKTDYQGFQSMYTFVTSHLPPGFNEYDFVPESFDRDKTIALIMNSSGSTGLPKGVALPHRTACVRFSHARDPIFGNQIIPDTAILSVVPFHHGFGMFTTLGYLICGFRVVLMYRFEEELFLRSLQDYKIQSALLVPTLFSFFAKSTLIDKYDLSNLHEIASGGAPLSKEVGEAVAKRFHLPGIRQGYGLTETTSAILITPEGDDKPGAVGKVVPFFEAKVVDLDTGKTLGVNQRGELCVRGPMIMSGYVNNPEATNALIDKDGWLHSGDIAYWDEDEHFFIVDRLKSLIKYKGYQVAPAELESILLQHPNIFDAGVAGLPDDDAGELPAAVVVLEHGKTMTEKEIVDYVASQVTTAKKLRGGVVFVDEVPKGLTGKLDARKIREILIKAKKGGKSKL
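Biochemical qHTS of compounds, final roughly 60 µM downward over six points, against 10 nM purified firefly luciferase using Km concentrations of substrates (10 uM D-luciferin, 10 uM ATP) in Tris acetate pH 7.5 buffer; luminescence output.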
NPC1 promoter act: qHTS Assay for NPC1 Promoter Activators. Potency, µM (doses to about 9.22 µM), without a hit: top-dose activation, usual class: activators. 320,000 compounds, 2.4% hits. AID 485313, 2010. Huh7 NPC1 promoter luciferase reporter, 24 h;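 further: % of control where 0% means no effect; nearly all actives have a fitted effect of over 60% in size; reporter is driven by a mutant NPC1 promoter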
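Stable NPC1-promoter luciferase Huh7 line; cpd (DMSO) 24 h, 37 °C, 5% CO2; Amplite luciferase reagent 10 min RT; luminescence readout. qHTS format.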
RORg inh: qHTS for inhibitors of ROR gamma transcriptional activity. 310,000 compounds, 5.4% hits. AID 2551, 2010. Drosophila S2 Gal4-RORgamma UAS-luciferase reporter, 20 h. Nuclear receptor ROR-gamma (Mus musculus), P51450. Potency, µM (series often up to 53.6 µM), without a hit: top-dose activity change, negative = inhibition, actives largely listed as inhibitors; further: on the % scale 0 is the no-effect control and ±100 the full control effect; nearly all actives have a fitted effect of over 60% in size
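Compounds are pin-transferred onto Drosophila Schneider cells expressing a copper-inducible Gal4–ROR gamma transactivation domain fusion. After 1 hr, copper sulfate is added to 700 uM final; luciferase is read 20 hr later.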
* marks the source's active call; other numbers are inactive results; ? = inconclusive; / = not tested or not shown; [ ] = dose if it differs, or a comment. Unless noted, the call rests on the fitted dose curve; in most records, active means well fitted curve in the direction sought with a large enough effect; inconclusive means small, poorly fitted or top-dose-only effect, or another doubt; inactive means no such curve, though single readings can be large; an effect the other way counts as inactive or inconclusive. Potency means the concentration at half of the fitted maximal effect. These rows are one share of the data; count on the stated rates, not on these rows.

SMILES	uPA generation	p53 reactivation	ELG1 genotoxic	MBNL1-CUG inh	Rab9 promoter act	Gal4-VP16 FLuc	CXXC DNA block	BRCA1 expr act	FLuc modulator	NPC1 promoter act	RORg inh
COc1ccc(CCNC(=O)C2CCCN(c3nn4c(=O)cc(C)nc4s3)C2)cc1OC (stereo not drawn)	1%	-2%	-3%	-6%	-2%	?	-13%	-18%	-3%	6%	14%
COc1ccc(OC)c(C(=O)COC(=O)c2c(OC)cccc2OC)c1	-2%	-6%	2%	2%	4%	-1%	-6%	-22%	3%	-4%	5%
O=C(CCN1CCN(C(=O)c2ccccc2)CC1)c1ccc(Br)cc1	-7%	-17%	-4%	0%	0%	?	88%[activator]	-3%	-3%	2%	-122%
Cc1ccc(S(=O)(=O)N2CC3(C)CN(S(=O)(=O)c4ccc(C)cc4)CC(C)(C2)C3)cc1	/	-3%	0%	-1%	-4%	17%	17%	28%	5%	-7%	-25%
CC1(C)CC2CC(C)(CN2S(=O)(=O)c2ccc(F)cc2F)C1 (stereo not drawn)	7%	0%	4%	/	1%	/	/	0%	2%	0%	/
O=C(NOCc1ccccc1)c1ccc(Cl)cc1Cl	?	18%	?	/	0.4µM*	/	/	-55%	1.3µM*	0.56µM*	/
CN(C)c1ccc(C(=O)/C=C/c2cccnc2)cc1	?	?	15%	?	?	?	-2%	59%	3µM*	?	?
COc1ccc(-c2nc(N3CCC(C)CC3)[nH]c(=O)c2C#N)cc1	-12%	-1%	3%	-2%	-2%	-4%	18%	2%	2%	0%	7%
O=[N+]([O-])c1ccc(NCc2ccc3c(c2)OCO3)cc1	-3%	2%	7%	?	21%	10%	-7%	?	?	17%	22%
Cc1nn(-c2ccccc2)c(Cl)c1C(=O)NCCN(C)C	-11%	-5%	1%	4%	-11%	-1%	5%	-9%	0%	0%	1%
CC(=O)Oc1ccc(Cl)cc1/C=C/c1cc(OC(C)=O)c2ccccc2n1	/	18%	0%	?	6%	?	87%[activator]	/	-18%	24%	?
O=C(Nc1nccs1)c1cc2c(s1)CCCCC2	-18%	-8%	/	-9%	0.79µM*	7.9µM*	1%	-68%[inhibitor]	0.085µM*	1µM*	26%
N/C(=N\OC(=O)c1cccc(Cl)c1)c1cccnc1	0%	?	10µM*	-6%	11%	-8%	24%	48%	6.7µM*	17%	19%
S=C(Nc1ccc(Br)cc1Cl)NN1CCOCC1	0%	17%	1%	-4%	12%	18µM*	-2%	36%	-14%	0%	3.5µM*
O=C(c1ccc(S(=O)(=O)Cc2ccccc2F)c([N+](=O)[O-])c1)N1CCCC1	-11%	-11%	-7%	?	-2%	-14%	12%	-36%	4%	-2%	-24%
Cc1cccc(C(=O)OC(C)C(=O)NC2CCCc3ccccc32)c1O (stereo not drawn)	1%	6%	-4%	/	-4%	/	/	-4%	-8%	6%	/
COc1ccc(NC2=C(C(C)=O)C(c3ccc(OC)c(OC)c3)C(C(C)=O)C(C)(O)C2)cc1 (stereo not drawn)	-5%	0%	5%	?	-5%	38%	10%	-2%	1%	-1%	31%
Cc1ccccc1-c1nc(SCc2ccccn2)c2c(=O)n(C)c(=O)n(C)c2n1	-1%	0%	1%	-9%	-3%	-2%	-12%	0%	0%	-5%	-3%
COc1ccccc1NS(=O)(=O)c1ccc(O)c(C(=O)OCC(=O)N2CCc3ccccc32)c1	4%	-4%	0%	-7%	-3%	-11%	34%[activator]	-5%	-3%	-4%	-10%
CCCc1ccc(Oc2cc(C)nc(N3CCOCC3)n2)cc1	4%	9%	1%	-14%	-5%	17%	-5%	3%	?	-2%	?
CN(C)c1nc2ccccc2n(C)c1=O	-2%	-3%	0%	17%	4%	0%	-6%	7%	-5%	1%	13%
CS(=O)(=O)Nc1ccc(Cc2ccc(NS(C)(=O)=O)cc2)cc1	2%	-8%	1%	-5%	-9%	?	-7%	-38%	3%	-3%	36%
Cc1ccc(C(=O)O/N=C(\N)c2ccccn2)cc1C	-8%	/	0.33µM*	-2%	0.5µM*	11µM*	13%	-81%[inhibitor]	0.095µM*	0.32µM*	8.9µM*
O=C(CSc1nc(O)c(Cc2ccccc2)c(=O)n1-c1ccccc1)N1CCOCC1	-4%	1%	-9%	-7%	13%	-4%	-18%	-15%	-3%	1%	14%
COCC(=O)OCC(=O)Nc1cc(C(C)(C)C)nn1-c1ccccc1	-7%	-4%	1%	-5%	0%	1%	18%	8%	2%	9%	-11%
COC(=O)CSc1nc2[nH]ncc2c(=O)[nH]1	5%	4%	-1%	-4%	-3%	4%	-4%	-1%	2%	-2%	-1%
Cc1cccc(N2CCN(S(=O)(=O)c3cccs3)CC2)c1C	-5%	3%	-13%	-1%	0%	-2%	8%	-18%	1%	-3%	6%
CC1=C(C(N)=O)C(c2ccccn2)n2nc(-c3ccccc3Cl)nc2N1 (stereo not drawn)	3%	-1%	5%	?	-1%	-10%	1%	1%	-1%	1%	10%
Cc1cc(C)c(C(=O)COC(=O)c2cccc(S(=O)(=O)NCc3ccccc3)c2)cc1C	-9%	8%	-1%	-3%	2%	?	-6%	-29%	?	-4%	37%
O=C(CN(Cc1ccco1)C(=O)CNS(=O)(=O)c1ccccc1)NCc1ccccc1	2%	1%	-3%	-4%	1%	0%	-4%	-16%	3%	-4%	-14%
O=C(Nc1ccc(N2CCCCC2)c(Cl)c1)c1ncn[nH]1	-15%	?	?	1%	23%	?	-6%	-7%	6µM*	?	?
Cc1cccc(NC(=S)NNC(=O)c2ccc3c(c2)OCO3)c1	-2%	?	?	2%[11.5 µM]	1.8µM*	?	3%	?	4.8µM*	?	-39%
O=C(Nc1cc2c(cc1Br)OCCO2)c1ccco1	/	?	?	8%	30%	5%	-1%	47%	24µM*	23%	?
CCCCNC(=O)C(=O)N/N=C/c1ccc(OCC(=O)Nc2cccc(OC)c2)c(OC)c1	1%	-10%	1%	-1%	-3%	-6%	2%	-5%	-1%	-3%	32%
COc1ccc(Cn2c(=N)c(C(=O)NC3CCCCC3)cc3c(=O)n4ccccc4nc32)cc1	-1%	3%	-1%	?	6%	3%	9%	0%	1%	0%	-4%
Clc1ccccc1OCCCCn1ccnc1	/	9%	-3%	4%	-7%	/	7%	-23%	-17%	1%	4%[0.365 µM]
O=C(N/N=C/c1ccc(F)cc1)c1ccc(Br)cc1	/	6%	14%	7%	27%	-1%	-11%	27%	9.5µM*	23%	?
N#C/C(=C\c1c(N2CCN(c3ccccc3)CC2)nc2ccccn2c1=O)C(N)=O	-11%	14%	8%	?	12%	-7%	0%	63%	2%	2%	3%
Cc1cc(NC(=O)Cc2ccccc2[N+](=O)[O-])no1	10%	-2%	-3%	19%	2%	-6%	-13%	-25%	0%	3%	24%
CC(NC(=O)/C(C#N)=C/c1cccs1)c1ccccc1 (stereo not drawn)	0%	-1%	-2%	?	-3%	10%	-25%	0%	-6%	-2%	?
COc1ccc(C(=O)OCC(=O)N2C(C)CCCC2C)cc1[N+](=O)[O-] (stereo not drawn)	-1%	6%	-1%	?	2%	-7%	17%	2%	1%	-2%	-11%
CC(C)OCCCNC(=O)C1CC(=O)N(C2CCCCCCC2)C1 (stereo not drawn)	7%	0%	1%	-3%	7%	0%	-12%	0%	5%	-4%	21%
Cc1cc(Cl)cc(C)c1OCC(=O)N1CCN(c2ncccn2)CC1	13%	-1%	0%	/	-5%	/	/	-27%	5%	-4%	/
Cc1ccsc1C(=O)OCC(=O)c1cc2ccccc2o1	9%	11%	2%	25%	18%	2%	-1%	33%	5.4µM*	?	34%
COc1ccc(CN2C(=O)c3cccnc3C2=O)cc1S(=O)(=O)NCc1ccc(C)cc1	8%	2%	1%	?	0%	19%	0%	-4%	2%	1%	-19%
